# Screening results (PubChem)
# pPAFAH FP inh: pPAFAH enzyme inhibitors, primary screen, biochemical, fluorescence polarization, human. Platelet-activating factor acetylhydrolase (Homo sapiens), Q13093. recombinant pPAFAH, FP-rhodamine probe fluorescence polarization. inhibition, % at 3.39 µM. 330,000 tested, 1.5% active;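 active = inhibition above the mean inhibition across the screen plus 3 SD, cut at about 25% in these data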;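 also: inhibitors block binding of the rhodamine activity-based probe so polarization drops; 0% = enzyme with DMSO and 100% = wells lacking pPAFAH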
# Target sequence (Q13093 whole entry, looked up): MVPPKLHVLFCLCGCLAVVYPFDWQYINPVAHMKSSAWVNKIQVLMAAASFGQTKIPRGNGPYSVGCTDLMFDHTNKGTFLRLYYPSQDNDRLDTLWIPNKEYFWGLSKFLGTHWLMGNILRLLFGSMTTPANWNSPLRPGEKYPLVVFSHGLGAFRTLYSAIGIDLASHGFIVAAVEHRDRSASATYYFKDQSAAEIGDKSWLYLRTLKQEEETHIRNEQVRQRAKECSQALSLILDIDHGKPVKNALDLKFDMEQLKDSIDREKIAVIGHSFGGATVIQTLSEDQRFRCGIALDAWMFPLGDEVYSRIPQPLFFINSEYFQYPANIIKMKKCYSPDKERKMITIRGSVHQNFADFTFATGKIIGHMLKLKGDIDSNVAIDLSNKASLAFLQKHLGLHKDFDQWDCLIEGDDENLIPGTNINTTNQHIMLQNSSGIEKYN
# LYPLA2 counter: LYPLA2 inhibitors, primary screen, counter-screen for PME1 inhibitor project, biochemical, fluorescence polarization, FP-Rh probe ABPP | Acyl-protein thioesterase 2 (Homo sapiens), O95372 | inhibition, % at 5.9 µM | 320,000 tested, 0.38% active | recombinant LYPLA2;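 active = inhibition above the screen-wide mean plus 3 SD, limit set per campaign, cut at about 26% in these data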;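 also: 0% = LYPLA2 with DMSO and 100% = wells lacking LYPLA2 enzyme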
# PME-1 primary: PME-1 inhibitors via competitive probe labeling, primary screen, biochemical, fluorescence polarization, FP-Rh probe, HTS; Protein phosphatase methylesterase 1 (Homo sapiens), Q9Y570; recombinant PME-1; inhibition, % at 5.9 µM; 320,000 tested, 0.53% active; AID 2130, 2009;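 active = inhibition above the campaign mean of all compounds plus 3 SD, cut at about 26% in these data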;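 also: competitive labeling of PME-1 active site by serine hydrolase directed probe; 0% = PME-1 with DMSO and 100% = wells lacking PME-1 enzyme; inhibitors block probe labeling so polarization falls and inhibition rises; many of its hits are not listed in these tables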
# PAFAH1B2 inh: PAFAH1B2 enzyme inhibitors, primary screen, biochemical, fluorescence polarization, human | 340,000 tested, 1.2% active | recombinant PAFAH1B2, FP-rhodamine activity probe | inhibition, % at 3.39 µM;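 active = inhibition above the mean of all tested compounds plus 3 SD, cut at about 24% in these data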;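 also: 0% = enzyme with DMSO and 100% = wells lacking PAFAH1B2; many of its hits are not listed in these tables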
# Target sequence (P68402 whole entry, looked up): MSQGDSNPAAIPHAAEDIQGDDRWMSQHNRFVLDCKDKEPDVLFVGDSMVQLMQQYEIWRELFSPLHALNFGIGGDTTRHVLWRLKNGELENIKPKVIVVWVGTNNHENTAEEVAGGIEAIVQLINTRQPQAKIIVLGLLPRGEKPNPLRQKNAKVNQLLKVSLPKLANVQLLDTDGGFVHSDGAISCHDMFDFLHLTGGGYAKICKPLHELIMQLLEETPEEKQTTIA
# PAFAH1B3 inh: PAFAH1B3 enzyme inhibitors, primary screen, biochemical, fluorescence polarization, human; recombinant PAFAH1B3, FP-rhodamine probe; Platelet-activating factor acetylhydrolase IB subunit alpha1 (Homo sapiens), Q15102; inhibition, % at 3.39 µM; 340,000 tested, 0.28% active; AID 492972, 2010;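 active = inhibition above the screen-wide average of all tested compounds plus 3 SD, cut at about 25% in these data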;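 also: 0% = enzyme with DMSO only and 100% = wells lacking PAFAH1B3 protein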
# GSTO1 counter: inhibitors of recombinant GSTO1, primary screen, counter-screen for RBBP9 inhibitor project, biochemical, fluorescence polarization; AID 1974, 2009; inhibition, % at 5.96 µM; Glutathione S-transferase omega-1 (Homo sapiens), P78417; activity-based probe fluorescence polarization; 300,000 tested, 1.1% active;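 active = inhibition above the campaign mean inhibition plus 3 SD, cut at about 35% in these data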;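 also: 0% = GSTO1-1 with DMSO and 100% = wells lacking GSTO1-1 enzyme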
# LYPLA1 counter: LYPLA1 inhibitors, primary screen, counter-screen for PME1 inhibitor project, biochemical, fluorescence polarization, FP-Rh probe ABPP. Acyl-protein thioesterase 1 (Homo sapiens), O75608. AID 2174, 2009. inhibition, % at 5.9 µM. recombinant LYPLA1. 320,000 tested, 0.16% active;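 active = inhibition above the mean of all tested compounds plus 3 SD, set per campaign, cut at about 14% in these data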;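 also: inhibitors block serine hydrolase probe labeling of LYPLA1 so polarization falls; 0% = enzyme with DMSO and 100% = wells lacking LYPLA1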
# Target sequence (O75608 whole entry, looked up): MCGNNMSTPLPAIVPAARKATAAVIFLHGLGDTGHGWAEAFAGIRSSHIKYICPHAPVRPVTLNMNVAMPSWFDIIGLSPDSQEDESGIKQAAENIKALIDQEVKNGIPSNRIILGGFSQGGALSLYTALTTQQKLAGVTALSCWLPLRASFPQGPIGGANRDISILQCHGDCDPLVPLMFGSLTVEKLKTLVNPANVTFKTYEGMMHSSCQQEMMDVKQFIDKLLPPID
# PAFAH2 inh: PAFAH2 enzyme inhibitors, primary screen, biochemical, fluorescence polarization, human; recombinant PAFAH2, FP-rhodamine activity probe; inhibition, % at 3.39 µM; 340,000 tested, 0.99% active; AID 492956, 2010;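 active = inhibition above the mean over all tested compounds plus 3 SD, cut at about 30% in these data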;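 also: inhibitors block probe labeling of enzyme so polarization drops; 0% = enzyme with DMSO and 100% = wells lacking PAFAH2 protein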
# PAD4 FP inh: human PAD4 inhibitors, primary screen, biochemical, fluorescence polarization, 1536-well format. inhibition, % at 6.36 µM. recombinant PAD4, RCA probe fluorescence polarization. 330,000 tested, 0.41% active. Protein-arginine deiminase type-4 (Homo sapiens), Q9UM07;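 active = percent inhibition above a cutoff equal to the mean of all tested compounds plus 3 SD, cut at about 15% in these data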;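 also: 0% = PAD4 with RCA probe and DMSO and 100% = probe without PAD4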
# * marks the source's active call; other numbers are inactive results; nt = no result given. This is a subset. The share of hits here may be higher or lower than overall.
structure	pPAFAH FP inh	LYPLA2 counter	PME-1 primary	PAFAH1B2 inh	PAFAH1B3 inh	GSTO1 counter	LYPLA1 counter	PAFAH2 inh	PAD4 FP inh
c1ccc(-c2cc(-c3ccccc3)ncn2)cc1	6	-2	-4	2	-2	2	-2	1	2
CCCC(=O)Nc1nnc(S(=O)(=O)N2CCCCCC2)s1	0	3	-1	2	0	-8	0	8	0
O=C(c1ncc[nH]1)c1cccs1	8	1	1	-1	23	4	1	2	3
COc1cccc(CN(C)C(=O)C23CC4CC(CC(C4)C2)C3)c1	8	1	0	11	-1	-6	2	-1	-2
COc1ccc(C(=O)NCCS(=O)(=O)NC2CCCC2)cc1	6	6	0	8	-1	-1	2	-4	-5
CCOC(=O)Cn1nc(C)c(NC(=O)c2ccc([N+](=O)[O-])c(C)c2)c1C	1	4	0	1	8	0	3	-11	5
COc1cc([N+](=O)[O-])cc2sc(NC(=O)c3c(F)cccc3F)nc12	-4	-3	-2	2	5	4	2	10	5
CN(C)CCNC(=O)c1ccc(-c2nn(C)c(=O)c3ccccc23)cc1	1	5	0	-1	5	4	7	-2	5
O=C(O)c1ccc(-c2noc(-c3ccccc3Cl)n2)cc1	2	-2	-2	4	-3	4	0	-3	0
CCOC(=O)C1CCN(C(=O)Nc2ccc3snnc3c2)CC1	-2	13	0	-2	-2	15	0	5	7
CCN1C(=O)[C@H]2[C@@H](c3ccc(-c4ccc(F)cc4)c(OC)c3)N3CCC[C@@]3(C(=O)OC)[C@H]2C1=O	2	-3	1	-7	1	-1	-2	-6	-1
Cc1ccc(S(=O)(=O)Cc2ccc(C(=O)NCCc3ccccc3)o2)cc1	2	0	6	11	0	5	-2	-5	3
CC(=O)OCC1=C(C(=O)O)N2C(=O)C(NC(=O)CCn3nc(C)c(Cl)c3C)C2SC1 (stereo not given)	4	-8	-4	-4	6	-8	-3	5	-2
Cc1c(Cl)ccc2c(C(=O)NCCCn3nccc3C)cc(-c3ccccn3)nc12	-4	-3	8	-2	6	-3	0	-2	-3
CC(C)C[C@H](NC(=O)OC(C)(C)C)C(=O)N[C@@H](CO)[C@H](O)[C@@H]1C[C@@H]1C(=O)N1CCCC1	-2	2	1	-1	7	-2	1	2	3
CCCCN1CN(Cc2ccccc2)CNC1=S	-2	-1	3	7	0	1	-1	-2	2
COC(=O)C1=C(C)NC2=C(C(=O)CC(C)(C)C2)C1c1ccccn1 (stereo not given)	4	3	-4	0	2	-4	-1	9	1
O=C(CCCn1cncn1)N1CCCC(N2CCN(c3ccc(F)cc3)CC2)C1 (stereo not given)	2	-1	-2	4	4	-4	-3	5	1
C=CCNc1nnc(Sc2ncccc2[N+](=O)[O-])s1	0	-2	-1	3	-1	5	-4	7	2
CC(OC(=O)[C@@H](NC(=O)c1ccco1)C(C)C)C(=O)Nc1ncc(Cl)cc1Cl (stereo not given in full)	1	nt	nt	7	10	nt	nt	-4	1

# 2 entries from above, with values under each structure:
# Results follow in this order: pPAFAH FP inh, LYPLA2 counter, PME-1 primary, PAFAH1B2 inh, PAFAH1B3 inh, GSTO1 counter, LYPLA1 counter, PAFAH2 inh, PAD4 FP inh
CN(C)CCNC(=O)c1ccc(-c2nn(C)c(=O)c3ccccc23)cc1
 : 1, 5, 0, -1, 5, 4, 7, -2, 5
O=C(O)c1ccc(-c2noc(-c3ccccc3Cl)n2)cc1
 : 2, -2, -2, 4, -3, 4, 0, -3, 0

# Further compounds follow.
structure	pPAFAH FP inh	LYPLA2 counter	PME-1 primary	PAFAH1B2 inh	PAFAH1B3 inh	GSTO1 counter	LYPLA1 counter	PAFAH2 inh	PAD4 FP inh
O=c1cc(-c2cccc(Cl)c2)oc2cccc(O)c12	0	-2	-10	2	-5	0	0	8	7
CCOc1ccccc1C(c1c(C)n(C)n(-c2ccccc2)c1=O)c1c(C)n(C)n(-c2ccccc2)c1=O	5	5	-3	-1	-6	-1	0	-4	1
O=C(CSc1ccc(Br)c2cccc(Cl)c12)Nc1ccc(S(=O)(=O)Nc2nccs2)cc1	15	-41	-1	3	12	-72	-33	7	-10
CC1CCCCN1C(=O)COc1ccc(NC(=O)c2ccco2)cc1 (stereo not given)	-1	3	8	4	-6	-1	0	2	4
CCc1ccc2oc(-c3cc(N)ccc3O)nc2c1	20	4	15	5	9	16	3	11	-8
Cc1c(C(=O)N2CCOCC2)c(S(=O)(=O)Nc2ccc(F)cc2)c(C)n1C	4	-4	-2	2	7	-1	-1	2	1
CC1CN(Cc2nc3c(c(=O)n(C)c(=O)n3C)n2CC(=O)c2ccccc2)CC(C)O1 (stereo not given)	-3	-2	4	2	-2	1	1	-1	-8
Cc1ccc(NC(=O)CC2S/C(=N/N=C/C=C/c3ccccc3)NC2=O)cc1Cl (stereo not given)	-2	0	-1	-1	-4	2	1	-4	-4
CCC1CCCCN1CC(=O)c1c(C)[nH]c2ccccc12 (stereo not given)	3	-3	-9	3	1	3	-3	-1	-3
Clc1cccc(Nc2nc(N3CCOCC3)nc(N3CCOCC3)n2)c1	-1	6	2	-1	3	2	-1	-2	0
COc1ccc2c(c1)CCc1c-2n[nH]c1C(=O)NCCC(C)C	8	0	-2	5	0	-5	-7	7	4
COc1ccc([N+](=O)[O-])cc1N(CC(O)CN(CC(C)C)CC(C)C)S(=O)(=O)c1ccccc1 (stereo not given)	5	-3	11	2	7	9	-3	-3	5
COc1ccc2nc(N3CCC(O)CC3)c(C#N)cc2c1	10	11	-1	6	4	36*	3	-2	-14
CC(C)(C)c1csc(NC(=O)c2c(F)c(F)c(F)c(F)c2F)n1	5	-6	3	1	9	22	-2	0	-1
Cc1onc(-c2ccccc2Cl)c1C(=O)Nc1ccc(CN2CCCC2)cc1	4	1	3	-2	4	10	-3	7	-7
CSc1ccccc1C(=O)N1CCC2(CC1)CC(=O)c1ccccc1O2	7	2	12	4	6	-2	1	3	0
CC(C)[C@H](NC(=O)N1CC(=O)Nc2ccccc21)C(=O)N[C@@H](Cc1c[nH]c2ccccc12)C(=O)O	7	-2	1	2	1	2	-1	-2	1
CC1(C)OC(=O)C(=CNn2cnc3ccccc3c2=O)C(=O)O1	0	-1	-2	-7	6	-7	-4	-10	0
O=S(=O)(c1ccc(-n2cnnn2)cc1)N1CCNCC1	4	0	2	7	3	-3	2	6	-6
COc1ccc(C(=O)NC(=S)N(C)C2CCCCC2)cc1Br	-4	7	-1	6	5	6	0	-1	2
Cc1ccc(N(CC(=O)Nc2cccc(C)c2)S(=O)(=O)c2cccc3nonc23)cc1	3	-17	3	2	10	-8	-7	-1	3
CSc1ccc(CNc2cccc3ccccc23)cc1	7	6	3	8	14	2	-1	0	-4
CC(C)(C)OC(=O)[C@H](CCCCN)NC(=O)c1[nH]cnc1C(=O)N[C@@H](Cc1ccccc1)C(=O)OCc1ccccc1	0	nt	nt	-2	-1	nt	nt	-3	2
COC(=O)Cc1ccc(NC(=O)C(c2ccccc2)c2ccccc2)cc1	1	-3	10	2	6	-3	-4	-3	2
Cc1ccccc1Cn1ccc(NC(=O)c2onc(C)c2Cl)n1	-3	0	-6	2	6	-5	-3	-4	10
CCn1nnnc1SCC(=O)NCc1ccco1	2	8	2	-3	-5	3	1	-11	0
CN(CCc1ccccn1)C(=O)Nc1ccc(Cl)cc1	-3	0	6	-2	2	6	0	-6	2
Cc1ccc(-n2c(N)c(-c3nc4ccccc4n3C)sc2=S)cc1	4	2	-4	8	6	-3	2	5	5
O=[N+]([O-])c1cc(-n2cnnn2)ccc1N1CCC(Cc2ccccc2)CC1	28*	28*	8	6	3	-1	2	0	-3
CC1(C)CCCN(C(=O)c2ccc3c(c2NCCO)C(=O)c2ccccc2C3=O)C1	11	-7	0	7	-6	7	-2	2	-9
COc1cc(OC)c(OC)cc1CN1CCCC(C(=O)c2ccccc2SC)C1 (stereo not given)	0	-1	0	2	4	2	-2	-3	-3
COc1ccc(NC(=O)C2CCCN(S(=O)(=O)c3ccc4c(c3)oc(=O)n4C)C2)c(OC)c1 (stereo not given)	7	4	4	5	2	5	2	4	-2
O=C(CN1C(=O)/C(=C\c2cccs2)SC1=S)Nc1cccc(C(=O)O)c1	8	2	-4	6	16	10	2	7	-2
CC(C)(Oc1ccc(Cl)cc1)C(=O)NCc1ccc(S(N)(=O)=O)cc1	3	2	-4	12	9	10	4	2	-4
O=Cc1cccn1Cc1ccc(Cl)cc1Cl	7	5	2	2	12	4	4	-6	-1
c1csc(-c2nc3nc4ccccc4nc3n2Cc2ccc3c(c2)OCO3)c1	0	-2	-4	-2	-3	-3	-5	-13	-2
c1ccc(-n2nnnc2SCc2cccc(CSc3nnnn3-c3ccccc3)n2)cc1	7	7	3	6	7	0	1	-8	0
Cc1cc(C)c2cc(C(=O)N3CCC(N4CCCCC4)CC3)[nH]c2c1	6	2	-2	3	1	-4	-4	7	-4
CCc1ccccc1NC(=O)CN(C)C(=O)c1cccc(S(=O)(=O)N2CCCCCC2)c1	2	1	5	7	3	nt	-4	2	2
NC(=O)C(c1ccccc1)c1ccc(C(=O)c2ccccc2)cc1 (stereo not given)	6	6	3	4	7	-2	-1	-3	-6
O=C1CC(c2ccccc2Cl)CC(O)=C1C=Nc1ccccc1 (stereo not given)	10	1	-8	-1	4	4	-3	-5	-4
O=C(CCNS(=O)(=O)c1ccccc1C(F)(F)F)NCC(c1ccco1)N1CCCCC1 (stereo not given)	1	-2	-1	4	1	2	-1	-5	0
O=C(Nc1ccccc1)c1ccc(-c2ccc(F)cc2)s1	0	-6	-4	-6	8	0	1	-4	-1
CN(C(=O)COC(=O)CNC(=O)c1ccc(Cl)cc1Cl)c1ccccc1	-4	2	2	-5	4	4	-3	2	3
Cc1ccc(CSCC(=O)NN=C2CCN(C)CC2)cc1	4	-1	-6	-1	8	2	2	7	-4

# An excerpt from above in order of their number in pPAFAH FP inh, largest number first:
Structure,pPAFAH FP inh
Cc1cc(C)c2cc(C(=O)N3CCC(N4CCCCC4)CC3)[nH]c2c1,6
CC(C)(Oc1ccc(Cl)cc1)C(=O)NCc1ccc(S(N)(=O)=O)cc1,3
CCOC(=O)Cn1nc(C)c(NC(=O)c2ccc([N+](=O)[O-])c(C)c2)c1C,1
CC1CN(Cc2nc3c(c(=O)n(C)c(=O)n3C)n2CC(=O)c2ccccc2)CC(C)O1 (stereo not given),-3
